# Source: PubChem
# KB-V1 cytotox – KB-V1 MDR subline cytotoxicity | KB-V1 MDR cells viability, CellTiter-Glo, 72 h | Potency, µM (doses to about 46.1 µM), without a hit: at the top dose activity change, negative = cytotoxicity, most hits filed as cytotoxic | hit rate 3.4% among 400,000 | AID 1347076; note: potency is the fitted concentration of half-maximal effect; % is set by controls: 0 for no effect and ±100 for the full control effect; nearly all actives have a fitted effect of over 60% in size
#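 Cytotoxicity toward P-gp-expressing KB-V1 cells was determined as loss of CellTiter-Glo luminescence after 72 h at 37 degrees C. Compounds were tested in quantitative HTS format across a concentration range, with curves fitted to normalized data.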
# IL-1B inflam inh – inflammasome signaling inhibition, IL-1 beta readout; THP-1 LPS/ATP IL-1B secretion, AlphaLISA, 16 h; active compounds read low; activity change, % at 57.5 µM; hit rate 4.7% among 360,000; in the data active = activity change below about -50%; inconclusive = mostly about -30% to -49%; note: % is set by controls: 0 for no effect and ±100 for the full control effect
#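 THP-1 cells pretreated 1 hr with compounds (up to 57.5 uM final), then stimulated with LPS (250 ng/mL final) plus ATP (1.25 mM final); secreted IL-1B measured by AlphaLISA after 16 hr, decreased signal indicating inhibition.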
# HT1080 IDH1KD tx – HT-1080 IDH1 knockdown cell toxicity (counter line). HT-1080 IDH1 knockdown viability, ATP luminescence, 48 h. Potency, µM (top dose mostly 46.1 µM), inactives show top-dose activity, negative = toxicity, usual class: cytotoxic. hit rate 2% among 360,000;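 note: potency is the fitted concentration of half-maximal effect; 0% = DMSO wells and -100% = cell-free medium wells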
#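 Viability of IDH1-knockdown HT-1080 fibrosarcoma cells was assessed by CellTiter-Glo after 48 h at 37 °C with titrated compound; concentration-effect curves were classified by fit quality and response size.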
# ATXN2 expr inh – ATXN2 expression inhibition | HEK-293 ATXN2-luciferase reporter, luminescence, 24 h | Potency, µM (top dose mostly 57 µM), without a hit: top-dose activity change, negative = inhibition, usual class: inhibitors | hit rate 0.72% among 360,000 | AID 1745845; note: potency is the fitted concentration of half-maximal effect; % is set by controls: 0 for no effect and ±100 for the full control effect; nearly all actives have a fitted effect of over 55% in size
#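 qHTS (up to 57 uM final) was run with 24 h compound exposure of reporter cells at 37 °C. Each well was multiplexed: SteadyGlo luminescence measured ATXN2-luciferase expression after a fluorogenic Gly-Phe-AFC viability readout (25 uM final).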
# KB-3-1 cytotox – KB-3-1 parental cell cytotoxicity | KB-3-1 viability, CellTiter-Glo ATP luminescence, 72 h | Potency, µM (highest dose often 46.1 µM), inactives show top-dose activity change, negative = cytotoxic, usual class: cytotoxic | hit rate 1.4% among 400,000 | AID 1347075; note: potency is the fitted concentration of half-maximal effect; % is set by controls: 0 for no effect and ±100 for the full control effect; nearly all actives have a fitted effect of over 60% in size
#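 72 h, 37 °C compound treatment of KB-3-1 parental cells; CellTiter-Glo added, 10 min, luminescence read. Data corrected against DMSO-only plates and normalized before curve fitting.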
# MCF10A rerep – inducers of DNA re-replication in MCF 10A breast cells | AID 624296 | hit rate 2.9% among 350,000 | Potency, µM (titrated, usually from 46.1 µM), inactives show top-dose activity, positive = re-replication, usual class: activators | MCF 10A DNA re-replication, Hoechst nuclear intensity, 48 h; note: potency is the fitted concentration of half-maximal effect; % of control where 0% means no effect; nearly all actives have a fitted effect of over 50% in size
# SW480 rereplic – DNA re-replication induction in SW480 cells | Potency, µM (doses to about 46.1 µM), for inactives: at the highest dose re-replication activation, hits mostly activators | hit rate 1.8% among 340,000 | SW480 DNA re-replication, Hoechst DNA content imaging, 48 h; note: potency is the fitted concentration of half-maximal effect; % of control where 0% means no effect; nearly all actives have a fitted effect of over 55% in size
#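 Hoechst fluorescence of nuclei (405 nm excitation, 500-530 nm emission) measured by plate-scanning imager after 48 hr compound exposure at 37 C; re-replication scored as increased number of nuclei with elevated intensity.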
# HT1080NT lethal – kills 2HG-producing HT-1080-NT fibrosarcoma cells. HT-1080-NT fibrosarcoma viability, CellTiter-Glo ATP luminescence, 48 h. Potency, µM (titrated, usually from 46.1 µM), for the others: at the top dose activity, negative = less viability, actives largely listed as cytotoxic. hit rate 1.6% among 360,000. AID 686970;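 note: NT is the 2HG producing partner of a matched IDH1 knockdown line; potency is the fitted concentration of half-maximal effect; 0% = DMSO-treated cells and -100% = media-only wells without cells; nearly all actives have a fitted effect of over 55% in size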
#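 Fibrosarcoma NT cells, 750 per well in 5% FBS RPMI, were exposed to compound for 48 hours. Viability: CellTiter-Glo luminescence.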
# WRN helicase inh – WRN helicase (human) inhibition; Q14191; WRN helicase unwinding, fluorescent forked duplex, kinetic; Potency, µM (highest dose often 114 µM), without a hit: at the highest dose activity change, negative = inhibition, hits mostly inhibitors; hit rate 0.46% among 360,000; AID 651768; note: potency is the fitted concentration of half-maximal effect; % is set by controls: 0 for no effect and ±100 for the full control effect; nearly all actives have a fitted effect of over 55% in size
# Target sequence (Q14191 whole entry, looked up): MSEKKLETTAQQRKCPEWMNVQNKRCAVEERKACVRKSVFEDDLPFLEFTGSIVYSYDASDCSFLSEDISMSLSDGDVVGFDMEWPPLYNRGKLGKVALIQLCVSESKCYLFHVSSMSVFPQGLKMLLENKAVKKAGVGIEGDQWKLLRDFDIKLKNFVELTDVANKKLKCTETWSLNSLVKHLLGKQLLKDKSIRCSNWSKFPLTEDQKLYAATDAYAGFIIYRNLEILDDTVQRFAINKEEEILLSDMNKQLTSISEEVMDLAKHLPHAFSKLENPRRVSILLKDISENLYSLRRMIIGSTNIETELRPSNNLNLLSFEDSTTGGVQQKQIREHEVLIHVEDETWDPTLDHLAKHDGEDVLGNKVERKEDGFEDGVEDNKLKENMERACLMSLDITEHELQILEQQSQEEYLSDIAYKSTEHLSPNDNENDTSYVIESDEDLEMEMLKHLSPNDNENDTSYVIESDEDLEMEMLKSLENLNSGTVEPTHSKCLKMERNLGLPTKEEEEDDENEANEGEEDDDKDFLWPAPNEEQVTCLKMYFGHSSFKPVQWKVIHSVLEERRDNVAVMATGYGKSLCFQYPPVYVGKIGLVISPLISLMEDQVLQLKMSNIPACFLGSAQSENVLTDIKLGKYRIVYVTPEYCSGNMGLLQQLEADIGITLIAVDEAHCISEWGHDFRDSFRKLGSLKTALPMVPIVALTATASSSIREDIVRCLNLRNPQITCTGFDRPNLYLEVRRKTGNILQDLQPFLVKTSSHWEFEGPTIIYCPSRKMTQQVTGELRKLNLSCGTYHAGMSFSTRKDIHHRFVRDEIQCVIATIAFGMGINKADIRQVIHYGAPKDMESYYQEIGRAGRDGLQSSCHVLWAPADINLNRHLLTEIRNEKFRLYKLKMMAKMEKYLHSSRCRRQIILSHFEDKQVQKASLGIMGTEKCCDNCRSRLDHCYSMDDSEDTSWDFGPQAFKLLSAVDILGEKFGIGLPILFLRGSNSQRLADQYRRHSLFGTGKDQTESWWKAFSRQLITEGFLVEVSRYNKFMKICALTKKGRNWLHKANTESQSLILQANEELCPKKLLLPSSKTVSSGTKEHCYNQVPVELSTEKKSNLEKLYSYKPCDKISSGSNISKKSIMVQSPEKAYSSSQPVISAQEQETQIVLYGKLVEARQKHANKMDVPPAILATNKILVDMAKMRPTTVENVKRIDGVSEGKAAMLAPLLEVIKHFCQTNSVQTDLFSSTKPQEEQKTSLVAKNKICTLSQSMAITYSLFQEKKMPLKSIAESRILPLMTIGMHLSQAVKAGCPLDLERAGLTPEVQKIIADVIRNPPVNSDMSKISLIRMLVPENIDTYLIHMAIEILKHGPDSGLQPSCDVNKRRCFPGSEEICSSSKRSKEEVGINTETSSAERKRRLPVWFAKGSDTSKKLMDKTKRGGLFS
#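 Enzyme (20 nM final) and test compound sit together 15 min at room temperature before substrate addition. Substrate is a single-forked duplex oligonucleotide (100 nM) labelled with fluorophore and quencher, with 2 mM ATP; helicase unwinding raises red fluorescence, read kinetically.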
# * = called active by the depositor; u = inconclusive; x = no result given; [ ] = another dose, or the depositor's remark. Unless noted, calls come from the whole dose curve; as a rule, active = well fitted curve in the direction sought with a large enough effect; inconclusive = small, poorly fitted or top-dose-only effect, or another doubt; inactive = no such curve, though single readings can be large; an effect the other way counts as inactive or inconclusive.
Structure,KB-V1 cytotox,IL-1B inflam inh,HT1080 IDH1KD tx,ATXN2 expr inh,KB-3-1 cytotox,MCF10A rerep,SW480 rereplic,HT1080NT lethal,WRN helicase inh
CC(=O)Nc1ccc(NC(=S)NC(=O)/C=C/c2ccco2)cc1,-2%,32,-29%,14%,-18%,-1%,-7%,-19%,u
COC(=O)c1sccc1NC(=O)Cc1ccc(OC)c(OC)c1,-2%,23,-4%,16%,-20%,4%,-6%,-5%,0%
O=C(NCc1ccc2c(c1)OCO2)Nc1ccc(Cl)cc1,-9%,-8,-17%,27%,-2%,-46%[inhibitor],-4%,-9%,5%
Nc1c(N(CCO)C(=O)C2CCCCC2)c(=O)[nH]c(=O)n1Cc1ccccc1,9%,32,0%,3%,-1%,6%,2%,4%,-3%
O=C1NCCN(C(=O)CCc2nnc(-c3ccsc3)o2)C1c1ccc(F)cc1 (centres undefined),1%,-13,-5%,x,-9%,0%,u,-3%,1%
CC(=O)C1=C(O)C(=O)N(c2cccc(C(=O)O)c2)C1c1ccc(F)cc1 (centres undefined),-8%,0,13%,-1%,17%,0%,19%,12%,-2%
Cc1nn(CC(=O)NCc2ccccn2)c(C)c1[N+](=O)[O-],19%,9,9%,12%,-1%,-1%,3%,5%,-2%
Cc1cccc(N(C(=O)CCC(=O)Nc2cc(C)on2)C(C(=O)NC2CCCC2)c2ccccc2)c1 (centres undefined),u,-18,-18%,-2%,-11%,-1%,3%,-21%,-6%
CCOc1ccc(NC(=O)Cc2ccc(S(=O)(=O)N3CCOCC3)s2)cc1OCC,-1%,8,-2%,1%,17%,-3%,-4%,2%,-14%
CCn1cc(NC(=O)Nc2ccc(OC)c(OC)c2)c(C(N)=O)n1,1%,11,2%,6%,6%,1%,-3%,7%,-2%
COC(=O)c1c(NC(=O)CC2SC(N)=NC2=O)sc2c1CCC(C(C)(C)C)C2 (centres undefined),2%,-53*,u,-10%,-4%,23µM*,24%,u,-13%
Cc1cc(C)n(CCCNC(=O)c2cc(COc3ccc(C)c(C)c3)on2)n1,u,5,10%,6%,-12%,8%,1%,6%,0%

# Single records, from the list above. Order of screens: KB-V1 cytotox	IL-1B inflam inh	HT1080 IDH1KD tx	ATXN2 expr inh	KB-3-1 cytotox	MCF10A rerep	SW480 rereplic	HT1080NT lethal	WRN helicase inh
# CCOc1ccc(NC(=O)Cc2ccc(S(=O)(=O)N3CCOCC3)s2)cc1OCC in the list: -1%	8	-2%	1%	17%	-3%	-4%	2%	-14%
# O=C1NCCN(C(=O)CCc2nnc(-c3ccsc3)o2)C1c1ccc(F)cc1 (centres undefined) in the list: 1%	-13	-5%	x	-9%	0%	u	-3%	1%

# The list continues:
Structure,KB-V1 cytotox,IL-1B inflam inh,HT1080 IDH1KD tx,ATXN2 expr inh,KB-3-1 cytotox,MCF10A rerep,SW480 rereplic,HT1080NT lethal,WRN helicase inh
CC(C)N1CCN(Cc2ccc(C#CC(C)(C)O)cc2)CC1CCO (centres undefined),24%,18,0%,x,10%,-7%,-4%,-1%,7%
C/C(=N\Nc1ccc(F)cc1)c1ccncc1,2%,0,-12%,9%,18%,0%,-5%,-10%,5%
CC(C)C(=O)NNC(=O)c1csc(-c2cccs2)n1,9%,-13,17%,4%,4%,3%,3%,29%,3%
CC(c1ccccc1)N1C(=O)OC(C)(C)C1(C)O (centres undefined),13%,-9,12%,13%,8%,-4%,-4%,4%,-1%
CCCN(CCC)CCCNC(=S)Nc1ccc2nc(N3CCCC3)cc(C)c2c1,10%,u,u,x,-2%,u,u,u,-13%
Cc1cc(Cn2ccnc2)c(C)c([N+](=O)[O-])c1Cn1ccnc1,-3%,14,-2%,x,-9%,0%,0%,6%,-1%
O=C(c1ccc(F)cc1)N1CCC(C(=O)N2CCN(S(=O)(=O)c3ccccc3Br)CC2)CC1,u,9,-6%,-33%,-16%,1%,-469%[inhibitor],-2%,0%
Cc1noc(C)c1S(=O)(=O)Nc1ccc(C(=O)NCCc2ccccc2)cc1,0%,12,3%,6%,-6%,2%,-8%,-2%,-5%
O=C(Cn1cnc2c(nnn2Cc2ccccc2F)c1=O)N1CCN(c2ccccc2)CC1,-16%,-14,2%[9.24 µM],-1%,3%,-2%,-8%,-25%,-9%[57.1 µM]
Cc1cccc(S(=O)(=O)NNC(=O)Cc2cccn2C)c1,-21%,-15,20%,6%[11.3 µM],-1%,u,-7%,14%,-24%
COc1cc2c(C)nc3onc(-c4ccccc4)c3c2cc1OC,u,-2,u,-20%,u,u,2%,-21%,-3%
Cc1cc(-c2nnc(SCC(=O)Nc3ccc(F)cc3)n2N)n[nH]1,-11%,21,8%,5%,2%,-4%,-7%,0%,5%

# The list continues:
Structure,KB-V1 cytotox,IL-1B inflam inh,HT1080 IDH1KD tx,ATXN2 expr inh,KB-3-1 cytotox,MCF10A rerep,SW480 rereplic,HT1080NT lethal,WRN helicase inh
O=C(CN1C(=O)NC2(CCCC2)C1=O)NCCc1ccc(F)cc1,23%,-5,3%,14%,-28%,-4%,-1%,2%,-22%
CC1=C(C(=O)OCCOC(C)C)C(c2cccnc2)C2=C(CCCC2=O)N1 (centres undefined),2%,13,4%,1%,26%,-2%,1%[9.22 µM],11%,-3%
COc1cc(OC)nc(Oc2ccccc2C(=O)Oc2ccc(F)cc2Cl)n1,-9%,u,-5%,5%,-4%,-2%,-30%,0%,-12%
COc1ccc(N2CCN(C(CNC(=O)C(=O)NC3CC3)c3ccco3)CC2)cc1 (centres undefined),-6%,21,7%,5%,13%,0%,-6%,9%,-6%
COc1ccc(C(=O)ON=C(C)c2nccs2)cc1,-2%,-16,0%,11%,0%,x,x,3%,-2%
NC(=O)CC(NC(=O)Cc1ccc(Br)cc1)c1ccc(N2CCC(N3CCCC3)CC2)c([N+](=O)[O-])c1 (centres undefined),8%,5,-2%,2%,-2%,-2%,-5%,4%,-12%
Cc1cc2cc3c(cc2nc1SCC(=O)Nc1nc(C)c(C)s1)OCO3,-8%,31,u,u,u,4.1µM*,4%,-28%,-2%
COC(=O)c1ccccc1S(=O)(=O)N1CCC(C(=O)OC(C)C(=O)Nc2ccc(NC(C)=O)cc2)CC1 (centres undefined),-6%,13,7%,1%,u,-1%,-4%,-1%,-5%
O=C(CCCN1C(=O)/C(=C/c2ccccc2)SC1=S)Nc1ccccc1O,u,-93*,u,-24%,u,u,u,u,-3%
CC(C)NC(=O)c1cc(-c2ccc(Br)cc2)on1,1%,-11,15%,47%[activator],3%,-10%,-4%,11%,0%
Cc1ccc(NC(=S)N2CCC(N(C)CC3CCCO3)CC2)cc1C (centres undefined),0%,-22,2%,5%,-16%,-1%,0%,-5%,1%
Cc1cccc(C)c1N(C(=O)c1ccco1)C(C(=O)NC1CCCC1)c1ccncc1 (centres undefined),-16%,7,1%,49%[activator],-2%,-6%,19%,-3%,-8%

# Reprinted at random: three records from the list, in no set order.
Structure,KB-V1 cytotox,IL-1B inflam inh,HT1080 IDH1KD tx,ATXN2 expr inh,KB-3-1 cytotox,MCF10A rerep,SW480 rereplic,HT1080NT lethal,WRN helicase inh
O=C(CCCN1C(=O)/C(=C/c2ccccc2)SC1=S)Nc1ccccc1O,u,-93*,u,-24%,u,u,u,u,-3%
CC(C)NC(=O)c1cc(-c2ccc(Br)cc2)on1,1%,-11,15%,47%[activator],3%,-10%,-4%,11%,0%
NC(=O)CC(NC(=O)Cc1ccc(Br)cc1)c1ccc(N2CCC(N3CCCC3)CC2)c([N+](=O)[O-])c1 (centres undefined),8%,5,-2%,2%,-2%,-2%,-5%,4%,-12%

# (cont.)
Structure,KB-V1 cytotox,IL-1B inflam inh,HT1080 IDH1KD tx,ATXN2 expr inh,KB-3-1 cytotox,MCF10A rerep,SW480 rereplic,HT1080NT lethal,WRN helicase inh
CC(C)c1ccc(O)c(N)c1,8%,-1,-1%,-11%,-7%,u,0%,3%,-11%
CCn1c(SCC(=O)N(C)C)nc2cc(S(=O)(=O)N3CCCCC3)ccc21,21µM*,-22,-2%,-4%,14%,-3%,-3%,-5%,8%
COCCNc1nc2c(c(=O)n(C)c(=O)n2C)n1Cc1cccc(C(F)(F)F)c1,-19%,-18,-9%,-9%,u,7%,8%,-9%,-2%
COc1cccc(N2CCN(C(=O)CCCCCNc3nc(=S)[nH]c4ccccc34)CC2)c1,10µM*,-175*,u,x,-18%,28%,u,-19%,-16%
O=C(Cc1cccs1)NCc1ccc(F)cc1,10%,-1,3%,-2%,9%,4%,-4%,9%,4%
CC(C)C(NC(=O)c1ccc(F)cc1)C(=O)NCC1CCCO1 (centres undefined),3%,-12,-4%,x,-9%,-1%,-4%,-3%,3%
CCCCOC(=O)c1ccc(NC(=O)C(=O)NCc2cccnc2)cc1,2%,38,-2%,-11%,11%,1%,3%,7%,-5%
O=C(c1ccccc1NS(=O)(=O)c1ccc(Cl)cc1)N1CCc2ccccc21,-2%,28,1%,-4%,12%,u,2%,-1%,-9%
COc1ccc(/C=C/CN2CCN(CC(C)C)C(CCO)C2)cc1 (centres undefined),1%,-5,-1%,-18%[11.3 µM],-26%,2%,7%,-1%,-26%[57.1 µM]
COc1cccc(/C=N/NC(=O)CNC(=O)c2ccco2)c1O,u,77,-20%,x,-11%,2%,u,-13%,-5%
CCOC(=O)C1(C)CCCN(C(=O)c2ccccc2C(F)(F)F)C1 (centres undefined),1%,14,-1%,0%,0%,x,x,9%,1%

# Compounds were not picked by outcome (roughly 12% active in at least one column).
